Compound activity from PubChem BioAssay.
TNAP act hiacc = TNAP (human) activation, high acceptor; P05186; purified TNAP, CDP-star luminescence, 1 M DEA, 30 min; stronger effect = higher value; 0 = EDTA background, 1 = DMSO-only activity; activation factor at 20 µM; 200,000 tested, under 10 active; AID 1136;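 active = activation factor at least 2 at 20 µM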
Target sequence (P05186 whole entry, looked up): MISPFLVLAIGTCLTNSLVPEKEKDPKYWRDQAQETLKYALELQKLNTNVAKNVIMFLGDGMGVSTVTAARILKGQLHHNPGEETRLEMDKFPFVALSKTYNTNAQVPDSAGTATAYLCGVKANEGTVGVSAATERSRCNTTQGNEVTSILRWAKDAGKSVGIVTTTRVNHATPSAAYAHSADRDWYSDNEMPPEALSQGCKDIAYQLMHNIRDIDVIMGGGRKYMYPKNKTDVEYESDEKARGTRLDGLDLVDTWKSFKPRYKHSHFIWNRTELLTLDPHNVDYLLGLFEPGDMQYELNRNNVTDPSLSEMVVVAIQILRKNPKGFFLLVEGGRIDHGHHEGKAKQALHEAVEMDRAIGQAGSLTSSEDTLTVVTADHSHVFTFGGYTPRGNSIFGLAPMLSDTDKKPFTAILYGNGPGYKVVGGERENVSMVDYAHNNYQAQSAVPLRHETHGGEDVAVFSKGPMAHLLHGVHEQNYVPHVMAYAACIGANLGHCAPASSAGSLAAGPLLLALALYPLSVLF
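Test system – human TNAP · Doses – 20 µM single point · Incubation – 30 min, room temperature · Signal – luminescent substrate turnover signal · Read-out basis – activation factor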
bIAP activator = intestinal alkaline phosphatase (bovine) activation; activation factor at 20 µM; actives 0.17% (n = 200,000); purified bovine IAP, CDP-star luminescence, 30 min; stronger effect = higher value; fold of DMSO-control signal, blank-subtracted;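 active = activation factor of 2 or more at 20 µM, a signal rise over negative controls twice the positive control's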
TNAP inh noacc = inhibitors of human TNAP without phosphate acceptor; P05186; purified TNAP, CDP-star luminescence, 30 min; inhibition, % at 20 µM; actives 0.26% (n = 200,000); AID 1012;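 active = tissue-nonspecific alkaline phosphatase inhibition above about 50% at 20 µM in the single-dose screen, limit read from the data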;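 note: 0% = DMSO negative control and 100% = EDTA positive control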
TNAP inh hiacc = TNAP (human) inhibition, high acceptor. P05186. purified TNAP, CDP-star luminescence, 1 M DEA. inhibition, % at 20 µM. actives 0.03% (n = 200,000);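 active = over 50% inhibition of tissue-nonspecific alkaline phosphatase at 20 µM in the single-dose screen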;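 note: plate controls were DMSO wells for no effect and EDTA-quenched wells as full inhibition for full effect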
FLuc act counter = affects firefly luciferase, flagging false hits in luciferase stimulation screens; 200,000 tested, under 10 active; activation factor at 10 µM; ATPlite luciferase biochemical, luminescence, 10 min; 0 = ATP-free wells, 1 = DMSO control; P08659;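 active = luciferase activation factor, scaled between plate controls, of at least 2 with compound at 10 µM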
Target sequence (P08659 whole entry, looked up): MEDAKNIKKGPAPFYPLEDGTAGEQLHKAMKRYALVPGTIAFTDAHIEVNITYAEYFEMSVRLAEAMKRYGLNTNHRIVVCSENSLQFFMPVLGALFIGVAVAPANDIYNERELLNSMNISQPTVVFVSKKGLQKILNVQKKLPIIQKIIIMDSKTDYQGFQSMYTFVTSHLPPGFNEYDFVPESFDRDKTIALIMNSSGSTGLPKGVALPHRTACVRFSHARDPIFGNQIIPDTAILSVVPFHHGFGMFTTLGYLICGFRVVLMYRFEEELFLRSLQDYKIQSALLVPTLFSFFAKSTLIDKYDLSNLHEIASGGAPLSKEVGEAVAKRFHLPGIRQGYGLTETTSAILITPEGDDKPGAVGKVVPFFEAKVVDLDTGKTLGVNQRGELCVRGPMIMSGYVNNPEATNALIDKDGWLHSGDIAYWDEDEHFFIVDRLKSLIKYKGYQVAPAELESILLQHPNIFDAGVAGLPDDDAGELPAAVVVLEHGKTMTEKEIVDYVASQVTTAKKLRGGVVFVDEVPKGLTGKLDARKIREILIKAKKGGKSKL
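System: cell-free luciferase reagent; medium: PBS as buffer for the ATP substrate; doses: test compounds dosed from 2 mM stocks in 100% DMSO; incubation: 10 min, room temperature; measured by: luminescence from luciferase reaction; read-out: luciferase activation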
FLuc inh counter = Photinus pyralis luciferase inhibition counter-screen | ATPLite firefly luciferase biochemical luminescence, 10 min | AID 1006 | inhibition, % at 10 µM | actives 1.5% (n = 200,000);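 active = inhibition above about 50% when tested at 10 µM, limit read from the data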
RAM network inh = blocks the yeast RAM network. S. cerevisiae dse1pr::URA3 reporter, 5-FOA growth OD615, 2 d; analog-sensitive cbk1-as2 kinase mutant strain. inhibition, % at 50 µM. actives 1.8% (n = 190,000);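 active = inhibition above a set limit, 3 SD over mean compound inhibition, cut at about 8.4% in these data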;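 note: 0% = DMSO-only wells with no growth and 100% = 10 µM 1-NA-PP1 full growth; inhibition rescues growth on 5-FOA so higher OD means more RAM inhibition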
bIAP inh = intestinal alkaline phosphatase (bovine) inhibition; purified bovine IAP, CDP-star luminescence, 30 min; inhibition, % at 20 µM; 190,000 tested, under 10 active; AID 1019;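 active = over 50% inhibition of intestinal alkaline phosphatase at 20 µM in the single-dose screen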
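Assay system: bovine IAP enzyme; medium: DEA buffer 100 mM, pH 9.8, with MgCl2 1.0 mM, ZnCl2 0.02 mM; doses: 20 µM single dose; incubation: enzyme reaction for 30 min at room temperature; detection: CDP-star luminescence signal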
APP 5UTR inh = APP translation inhibition. SH-SY5Y APP 5'UTR-luciferase reporter, luminescence. inhibition, % at 2 µM. actives 0.82% (n = 190,000). AID 1285;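 active = inhibition above a set limit, derived from the sample mean plus 3 SD, cut at about 45% in these data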; note: values of inactives mirror those of a sister screen read the other way
L major viab = reduces viability of Leishmania major promastigotes; actives 9% (n = 200,000); inhibition, % at 10 µM; resazurin fluorescence viability; in the data active = inhibition above about 50%;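 note: promastigotes grown with compound for 44 hours at 28 °C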
Active calls of the source: *.

Below each compound – TNAP act hiacc	bIAP activator	TNAP inh noacc	TNAP inh hiacc	FLuc act counter	FLuc inh counter	RAM network inh	bIAP inh	APP 5UTR inh	L major viab
1: S=C(Nc1ccc(Nc2ccccc2)cc1)NC1CCCCCC1
  1.1	0.9	-14	-9	1.1	-8	2.3	11	-4	24
2: CC1(C)Cc2noc(N)c2C(C)(C)N1O
  1	0.9	-3	2	1	-2	2.0	8	5	-3
3: CCOC(=O)c1sc(N)c(C(N)=O)c1C
  1	0.9	-6	-2	1	-1	0.5	9	7	-6
4: Cc1oc(-c2ccccc2Cl)nc1CSCC(=O)N1CCCC1
  1	1	-10	-4	1	-4	0.6	-3	26	2
5: CS(=O)(=O)NCc1ccc(C(=O)NC2CCCCC2)cc1
  1	0.9	-6	-1	1	-1	-0.3	6	-3	-4
6: COc1ccc(CSc2nnc3[nH]c(=O)cc(N)n23)cc1
  1	1.1	-13	2	0.9	7	2.0	-9	-3	-2
7: CCOC(=O)C1CCCN(C(=O)C2CCCN(S(=O)(=O)c3ccc4c(c3)oc(=O)n4C)C2)C1 (stereo not given)
  1	1	17	-2	1	-2	1.8	-4	-11	-3
8: Cc1ccccc1CNC(=O)CC1C(=O)NCCN1Cc1c(F)cccc1Cl (stereo not given)
  1	1.1	-6	-2	1	3	0.6	-12	-2	10
9: CCCCNC(=O)CSc1nc(CCC)nc2ccccc12
  1	1	-8	0	1	0	-0.4	5	12	-1
10: COc1cc(/C=N/NC(=O)C(Cc2c[nH]c3ccccc23)NC(=O)OCC(C)C)cc([N+](=O)[O-])c1OCc1ccccc1 (stereo not given)
  1	1	-4	-3	1	-3	6.2	0	-24	91*
11: O=C(O)C(Cc1ccccc1)N1Cc2ccccc2C1=O (stereo not given)
  1	0.9	-20	-2	1	-2	1.6	8	-7	-4
12: COC(=O)N(NC(=O)C(O)(c1ccccc1)c1ccccc1)c1ccccc1
  1	0.9	-3	1	1	-2	-0.4	9	6	-1
13: O=C(NC1CCCCC1)C1CCN(c2cnccn2)CC1
  1	1	-14	-5	1.1	-5	1.2	4	-9	-6
14: O=C(c1coc2ccc(O)c(CN3CCOCC3)c12)C1CC1
  1.1	1	-17	-10	1.1	-6	2.8	0	-6	12
15: Cc1c(C(=O)NCc2cccnc2)oc2ccccc12
  1	0.9	-8	-5	1	1	-1.1	11	9	-7
16: CCn1cc(C(=O)NCc2ccccc2)c(=O)c2cc(F)c(N3CCN(C(=O)c4ccco4)CC3)cc21
  1.1	1	-14	-5	1.1	-5	1.5	4	0	95*
17: CC(=O)Cc1nsc(NC(=O)c2oc(-c3ccccc3Cl)cc2C)n1
  1.1	1	-19	-6	1	-2	3.5	-1	-4	-5
18: O=C(CSc1c2c(nc3ccc(Cl)cc13)CCCC2)NCc1ccco1
  1	0.9	11	-4	1.1	-10	2.2	12	-1	40
19: COc1ccc(COC(=O)NNC(=O)c2ccccc2Cl)cc1
  1	0.9	-8	-2	1	-2	0.5	8	-4	3
20: C=CCc1c(C)nc(SC)nc1Nc1ccccc1
  1	1	-5	-1	1.1	-6	1.2	3	-3	16
21: CNC(=S)N1N=C(c2ccc(C)cc2)CC1c1ccc(Cl)cc1 (stereo not given)
  1	0.9	-7	1	1.1	-5	3.0	15	0	100*
22: CCOc1ccc(S(=O)(=O)N2CCN(C(=O)c3cccn3C)CC2)cc1
  1	1	-7	-3	1	-1	0.7	-2	1	4
23: CN(C)CCNC(=O)CN1C(=O)COc2ccc(C(C)(C)C)cc21
  1.1	1	-22	-5	1	-4	1.3	1	-9	-6
24: COCCCn1c(SCC(=O)Nc2cccc(C(=O)OC)c2)nnc1-c1ccncc1
  1	1	-4	-1	1	-2	0.0	2	11	8
25: Cc1ccc(N2C(=O)CC(SCC(=O)Nc3ccc(S(N)(=O)=O)cc3)C2=O)cc1 (stereo not given)
  0.9	0.6	19	5	1	-1	-0.5	43	-47	-6
26: CC1CC(Nc2cccc(O)c2)=CC(=O)O1 (stereo not given)
  1	0.9	-10	-1	1	-5	1.2	8	-14	-2
27: O=C(c1cccc(F)c1)N1CCc2ccccc2C1
  1	0.9	-3	3	0.9	11	-2.8	6	-14	0
28: Cc1cc(/C=C(/C#N)C(=O)O)c(C)n1CCC(C)C
  1	1	2	2	1	-1	5.4	-2	1	24
29: COc1ccc(CNC(=O)C2CCN(S(=O)(=O)N3CCOCC3)CC2)cc1
  1	1.1	-2	-5	1.1	-7	1.4	-9	2	1
30: O=C(CSc1nnc(-c2cccs2)o1)c1cccs1
  1.1	0.9	-1	-10	1	3	5.3	10	-100	3

Reformatted with each value named: entries from further up
(27) O=C(c1cccc(F)c1)N1CCc2ccccc2C1
- TNAP act hiacc = 1
- bIAP activator = 0.9
- TNAP inh noacc = -3
- TNAP inh hiacc = 3
- FLuc act counter = 0.9
- FLuc inh counter = 11
- RAM network inh = -2.8
- bIAP inh = 6
- APP 5UTR inh = -14
- L major viab = 0

(22) CCOc1ccc(S(=O)(=O)N2CCN(C(=O)c3cccn3C)CC2)cc1
- TNAP act hiacc = 1
- bIAP activator = 1
- TNAP inh noacc = -7
- TNAP inh hiacc = -3
- FLuc act counter = 1
- FLuc inh counter = -1
- RAM network inh = 0.7
- bIAP inh = -2
- APP 5UTR inh = 1
- L major viab = 4

(30) O=C(CSc1nnc(-c2cccs2)o1)c1cccs1
- TNAP act hiacc = 1.1
- bIAP activator = 0.9
- TNAP inh noacc = -1
- TNAP inh hiacc = -10
- FLuc act counter = 1
- FLuc inh counter = 3
- RAM network inh = 5.3
- bIAP inh = 10
- APP 5UTR inh = -100
- L major viab = 3

(20) C=CCc1c(C)nc(SC)nc1Nc1ccccc1
- TNAP act hiacc = 1
- bIAP activator = 1
- TNAP inh noacc = -5
- TNAP inh hiacc = -1
- FLuc act counter = 1.1
- FLuc inh counter = -6
- RAM network inh = 1.2
- bIAP inh = 3
- APP 5UTR inh = -3
- L major viab = 16

(cont.)
Below each compound – TNAP act hiacc	bIAP activator	TNAP inh noacc	TNAP inh hiacc	FLuc act counter	FLuc inh counter	RAM network inh	bIAP inh	APP 5UTR inh	L major viab
31: OC(CN1CCOCC1)CN(c1ccccc1)c1ccccc1 (stereo not given)
  1.1	1.1	-11	-7	1	-5	0.3	-11	-20	26
32: O=C(O)c1ccc(C2NCC(c3ccccc3Cl)c3c2[nH]c2ccccc32)cc1 (stereo not given)
  1	1.1	-10	-4	1	0	1.9	-15	5	-5
33: O=C(Nc1ccc2c(c1)OCO2)c1cccc2c1C(=O)N(Cc1cccnc1)C2
  1	0.9	-5	1	1	1	0.5	8	3	5
34: CCOC(=O)/C=c1\s/c(=C\c2ccc(C(F)(F)F)cc2)c(=O)n1CC(=O)NCc1ccco1
  1	0.6	-4	3	1	-2	2.2	42	20	-2
35: O=C(CN1CCN(C(=O)N2CCCCC2)CC1)Nc1ccc(F)cc1
  1	1	-12	2	1.1	-6	2.0	-4	-4	-7
36: CCOC(=O)C(CC)/C(C)=N/NC(=O)c1ccccc1[N+](=O)[O-] (stereo not given)
  1	0.9	-4	0	1.1	-6	1.6	7	-19	-2
37: COC(=O)c1ccccc1OC(=O)c1ccc(Br)o1
  1	0.9	-11	-2	1	-3	1.0	12	17	2
38: O=C(N/C(=C/c1cccnc1)C(=O)N1CCOCC1)c1ccco1
  0.9	0.8	-3	5	1	0	0.4	15	-17	-5
39: CCOc1ccccc1CN1CCN(Cc2nc3ccccc3s2)CC1CCO (stereo not given)
  1	1.1	-8	-4	1	-3	1.1	-9	2	8
40: O=C(COC(=O)CNS(=O)(=O)c1ccc(F)c(F)c1F)Nc1ccc(OC(F)F)cc1
  1	1	-16	-3	1	-3	0.8	4	8	82*
41: Cc1sc(NC(=O)c2ccco2)c(C(=O)c2ccc(Cl)cc2)c1C
  0.9	0.7	6	8	1	0	4.1	30	-20	46
42: CC12CN(S(=O)(=O)c3ccccc3)CC(C)(CN(S(=O)(=O)c3ccccc3)C1)C2
  1	1	-17	-4	1	-1	3.8	5	2	2
43: CCOc1ccc(NC(=O)CSc2nc3ccccc3c(=O)n2CCNC(C)=O)cc1
  1	1	-8	-2	1	-1	5.2	3	0	-4
44: Cc1ccc2nc(Cl)c(C#N)cc2c1
  1	1	-7	-1	1	3	-0.2	5	-11	-5
45: COc1ccc(C(=O)Nc2ccc(C)cn2)c(OC)c1
  1.1	0.9	-14	-6	0.1	95*	1.3	12	-24	33
46: COc1ccc(CCNC(=O)CN2CCC(n3nnc4cc(F)ccc43)CC2)cc1OC
  1.1	1	-18	-6	1.1	-6	-0.6	-2	-3	1
47: CC(C)OC(=O)CSc1ncnc2c1cnn2-c1ccccc1
  1	1	-3	4	0.7	30	3.9	0	3	-8
48: O=C1CC(c2ccco2)CC2=C1C=Nc1ccccc1N2 (stereo not given)
  1	1	-1	-3	1	0	0.5	3	-7	28
49: Cc1ccc(S(=O)(=O)Nc2ccc(N3CCOCC3)cc2)cc1[N+](=O)[O-]
  1	1.1	-15	-1	1.1	-5	0.5	-13	4	-9
50: O=C(Nc1nc(-c2ccccc2)cs1)C1CCCO1 (stereo not given)
  1.1	0.9	-9	-7	0.9	10	2.6	6	-26	7
51: CCN(CC)C(=O)Cn1cc(SCC(=O)NC2CCCC2)c2ccccc21
  1	1.2	-12	-4	1	1	1.1	-21	-7	-6
52: Cc1sc2ncnc(SCc3ccc(C(=O)O)cc3)c2c1C
  1	1.1	-3	0	1	4	4.5	-11	14	-4

An excerpt from above, limited to FLuc inh counter, APP 5UTR inh and RAM network inh.
#	compound	FLuc inh counter	APP 5UTR inh	RAM network inh
48	O=C1CC(c2ccco2)CC2=C1C=Nc1ccccc1N2 (stereo not given)	0	-7	0.5
49	Cc1ccc(S(=O)(=O)Nc2ccc(N3CCOCC3)cc2)cc1[N+](=O)[O-]	-5	4	0.5
50	O=C(Nc1nc(-c2ccccc2)cs1)C1CCCO1 (stereo not given)	10	-26	2.6
51	CCN(CC)C(=O)Cn1cc(SCC(=O)NC2CCCC2)c2ccccc21	1	-7	1.1
52	Cc1sc2ncnc(SCc3ccc(C(=O)O)cc3)c2c1C	4	14	4.5

Of the compounds above, four contain a COOH group:
Below each compound – TNAP act hiacc	bIAP activator	TNAP inh noacc	TNAP inh hiacc	FLuc act counter	FLuc inh counter	RAM network inh	bIAP inh	APP 5UTR inh	L major viab
11: O=C(O)C(Cc1ccccc1)N1Cc2ccccc2C1=O (stereo not given)
  1	0.9	-20	-2	1	-2	1.6	8	-7	-4
28: Cc1cc(/C=C(/C#N)C(=O)O)c(C)n1CCC(C)C
  1	1	2	2	1	-1	5.4	-2	1	24
32: O=C(O)c1ccc(C2NCC(c3ccccc3Cl)c3c2[nH]c2ccccc32)cc1 (stereo not given)
  1	1.1	-10	-4	1	0	1.9	-15	5	-5
52: Cc1sc2ncnc(SCc3ccc(C(=O)O)cc3)c2c1C
  1	1.1	-3	0	1	4	4.5	-11	14	-4
